Screening data: PubChem, several laboratories
Jurkat tox 60K – reduces viability or proliferation of Jurkat cells; Jurkat E6.1 viability, ATP luminescence, 48 h; inhibition, % at 4 µM; actives 1.2% (n = 56,000); AID 463;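 active means inhibition above the mean inhibition of all tested compounds plus 3 SD, cut at about 28% in these data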
HTR1E agonist – agonists of human 5-HT1E serotonin receptor; P28566; CHO 5-HT1E Ga15 NFAT-bla reporter, FRET; 0% DMSO wells, 100% control agonist wells; activation, % at 6 µM; actives 0.69% (n = 65,000);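 active means activation above a set limit, the screen-wide mean activation plus 3 SD, cut at about 8.5% in these data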;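 further: 100% = positive control agonist at 1 µM giving full maximal response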
Target sequence (P28566 whole entry, looked up): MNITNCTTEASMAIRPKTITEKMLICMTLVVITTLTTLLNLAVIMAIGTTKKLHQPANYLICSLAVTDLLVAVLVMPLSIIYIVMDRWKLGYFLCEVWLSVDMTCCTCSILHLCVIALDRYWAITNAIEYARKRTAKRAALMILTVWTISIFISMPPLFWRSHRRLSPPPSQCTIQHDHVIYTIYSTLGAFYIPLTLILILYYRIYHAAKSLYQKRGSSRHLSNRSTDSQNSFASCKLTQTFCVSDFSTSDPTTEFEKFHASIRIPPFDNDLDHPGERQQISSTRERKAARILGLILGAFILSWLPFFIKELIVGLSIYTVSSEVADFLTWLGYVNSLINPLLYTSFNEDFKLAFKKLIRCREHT
S1P3 ag – S1P3 (human) receptor agonism; Q99500; S1P3 NFAT-BLA reporter cells, FRET ratio; relative to 1 µM S1P, basal subtracted; activation, % at 4.5 µM; actives 0.1% (n = 60,000); AID 373;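 active means activation above the screen-wide mean plus 3 SD, cut at about 4.5% in these data, passing the limit was not always enough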; further: some compounds called inactive have numbers as strong as hits
Target sequence (Q99500 whole entry, looked up): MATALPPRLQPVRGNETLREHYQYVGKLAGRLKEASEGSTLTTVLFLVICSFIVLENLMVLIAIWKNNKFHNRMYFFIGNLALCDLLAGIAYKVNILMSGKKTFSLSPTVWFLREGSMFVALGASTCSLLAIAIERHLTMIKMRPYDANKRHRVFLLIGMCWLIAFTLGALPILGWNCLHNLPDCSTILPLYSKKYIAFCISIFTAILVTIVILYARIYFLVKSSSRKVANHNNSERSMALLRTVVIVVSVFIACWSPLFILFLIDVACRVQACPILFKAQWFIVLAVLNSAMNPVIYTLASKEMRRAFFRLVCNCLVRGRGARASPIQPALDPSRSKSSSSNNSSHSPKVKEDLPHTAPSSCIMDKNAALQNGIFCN
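Material: Human S1P3 NFAT-BLA reporter CHO cells | Incubation: Overnight plating, 4 h compound 37 °C, 2 h substrate RT | Signal: FRET β-lactamase substrate fluorescence, excitation 405 nm, 460/535 nm emission ratio, background-subtracted | Compound: 4.5 µM final, single dose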
5-HT1A blocker – antagonists of human 5-HT1a serotonin receptor; P08908; inhibition, % at 10 µM; AID 612; CHO 5-HT1a Ga15 NFAT-bla reporter, antagonist mode; actives 0.68% (n = 62,000);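 active means inhibition above the mean of all tested compounds plus 3 SD, cut at about 43% in these data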;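 further: receptor stimulated by 5-CT agonist at 100 nM near EC80; beta-lactamase reporter measured by ratiometric fluorescence of a cleavable substrate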
HTR1A agonist – agonists of human 5-HT1a serotonin receptor | P08908 | CHO 5-HT1a Ga15 NFAT-bla reporter, FRET ratio; 0% basal, 100% maximal reference agonist | activation, % at 10 µM | actives 0.56% (n = 65,000);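 active means activation above the screen-wide mean activation plus 3 SD, cut at about 19% in these data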;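 further: 0% = DMSO wells and 100% = 5-CT at EC100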
S1P1 ag-PAM – activates or potentiates agonism at human S1P1 receptor | P21453 | S1P1 CRE-bla cells, forskolin, beta-lactamase FRET, potentiator mode; S1P1 agonist co-added at EC20, 2 nM; 100% = saturating reference agonist, 0% = basal | activation, % at 9.5 µM | actives 0.57% (n = 56,000) | AID 449;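 active means activation above a cutoff set at the mean activation of all tested compounds plus 3 SD, cut at about 54% in these data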;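 further: forskolin at 4 µM as EC80 and the EC20 agonist is SEW2871; 100% = SEW2871 at its EC100 plus forskolin at EC80; some compounds past the cut are filed as inactive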
HEK293 NFkB inh – inhibitors of the PMA/ionomycin-induced NF-kB reporter in HEK293 cells; inhibition, % at 3 µM; HEK-293 NF-kB luciferase reporter, luminescence; actives 0.21% (n = 62,000);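 active means inhibition above the mean of all tested compounds plus 3 SD, cut at about 40% in these data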;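 further: 0% = stimulated DMSO wells and 100% = 10 µM reference inhibitor 5653914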
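Signal: luciferase luminescence; Material: HEK-293 cells with stable firefly luciferase reporter driven by four HIV NF-kB elements; Probe or stimulus: PMA with ionomycin; Replication: tested once; Times: 1 h compound pretreatment, then 16 h stimulation at 37 °C, 5% CO2; Benchmarks: DMSO and 10 µM reference inhibitor; Evaluation: per-plate % inhibition versus controls.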
D1 mod – D1 dopamine receptor (human) allosteric modulation; HEK293 D1, CRE-luciferase, dopamine EC30 potentiation; actives deviate in either direction; B-score at 10 µM; actives 5.9% (n = 58,000); AID 641;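 active means luminescence count or its row- and column-corrected plate score outside the 99.7% band of the plate's sample wells, on either side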
HTR1E antagonist – 5-HT1E (human) receptor antagonism. P28566. CHO 5-HT1E Ga15 NFAT-bla reporter, FRET, antagonist. inhibition, % at 6 µM. actives 0.99% (n = 65,000). AID 571;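 active means inhibition above a set limit, the mean inhibition across every tested compound plus 3 SD, cut at about 29% in these data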;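 further: signal is the 460 over 535 nm emission ratio of beta-lactamase substrate; 0% = agonist plus DMSO wells and 100% = wells without agonist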
* hit, by the source's call; . = no result given.

Every second line gives: Jurkat tox 60K, HTR1E agonist, S1P3 ag, 5-HT1A blocker, HTR1A agonist, S1P1 ag-PAM, HEK293 NFkB inh, D1 mod, HTR1E antagonist
> Cc1[nH]nc2c1C(C(C)C)C(C#N)=C(N)O2 (stereo not drawn)
→ 2, 0.3, -0.1, 12, -5.8, -2, 11, 0.0026, 0
> O=C(c1cccs1)N1CCC(c2ccccc2)C1 (stereo not drawn)
→ 3, -0.2, 0.5, -5, -0.3, ., -17, 0.36, 0
> CN(CCCNC(=O)CN1C(=O)CC(C)(C)S(=O)(=O)c2ccccc21)C1CCCCC1
→ ., -0.8, ., -8, -1.4, ., 4, 0.53, 7
> O=C(CN1C(=O)C2C3C=CC(C3)C2C1=O)N1CC=C(c2ccccc2)CC1 (stereo not drawn)
→ 0, -1.1, 1.5, -16, -0.2, 0, -5, 1.1, 0
> c1cncc(-c2nnc(-c3cccs3)o2)c1
→ ., 0.8, ., 5, -0.2, ., 11, 0.11, 1
> Cc1ccc(Nc2nc(N3CCOCC3)c3ccccc3n2)cc1
→ 6, 0.0, -0.6, 12, 3.0, 18, 9, -5.8*, 0
> CC1CCN(c2nnc(N3CCC(C)CC3)c3ccccc23)CC1
→ -1, 0.7, -0.7, -8, 0.5, -10, 11, ., -8
> COc1ccc(Oc2coc3cc(OC(=O)N4CCOCC4)ccc3c2=O)cc1
→ 4, 0.2, -0.4, -10, -4.9, 12, 15, 0.15, -3
> COc1ccc(-c2nnc3ccc(SCC(=O)NCC4CCCO4)nn23)cc1 (stereo not drawn)
→ 1, 0.6, 0.5, -8, 2.5, -5, 17, 0.14, -3
> O=C(NCc1ccc(N2CCCC2=O)cc1)c1cn(CCc2ccccc2)nn1
→ ., 0.0, ., 7, -1.0, ., 28, ., -4
> O=c1c2cc(Cl)ccc2[nH]c(=S)n1Cc1ccco1
→ ., 1.9, ., 0, 1.1, ., 10, 2.8*, -1
> O=C(O)c1nn2c(c1Br)NC(c1ccccc1)CC2C(F)(F)F (stereo not drawn)
→ -8, 0.2, -0.6, -11, -6.6, -24, 12, -0.53, 8
> COc1nc(NS(=O)(=O)c2ccc(C)cc2)nc(C)c1Cl
→ ., -0.2, -0.8, ., -1.3, 26, ., ., -2
> CCN1CCN(c2cc(C)c3cc(NC(=O)Cc4ccc(OC)c(OC)c4)ccc3n2)CC1
→ 2, 0.6, -0.6, 9, -1.8, -29, 5, 0.2, 8
> Cc1cccc2cc(C(c3nnnn3CC3CCCO3)N3CCc4ccccc4C3)c(=O)[nH]c12 (stereo not drawn)
→ 2, -0.3, -1.2, 3, -1.6, 8, 8, ., 8
> O=C(O)C1CCN(C(=O)NC2CCCCC2)CC1
→ 2, -0.7, -0.3, 3, -1.2, -14, 12, ., -5
> CCOc1cc(-c2c(C#N)c(N)nc3c2CCCC3)ccc1O
→ 2, 0.8, 0.2, 5, 0.5, -30, 25, 3.9, 4
> Cc1ccccc1Nc1nc(N)nc(CN2CCN(c3ccccn3)CC2)n1
→ 0, 0.3, -0.8, 2, 2.5, -4, 13, 0.55, -6
> CC(=O)c1ccc(OCCCC(=O)NCC(c2ccco2)N(C)C)cc1 (stereo not drawn)
→ ., -0.9, ., -1, -3.7, ., 25, ., 1
> Cc1ccc(C(=O)Nc2ccc3c(c2)OCO3)o1
→ -1, -0.7, -1.3, 7, -1.3, -12, -7, -0.61, 7
> O=C(O)CCCC(=O)Nc1ccc(Br)cc1C(=O)O
→ -8, 0.0, 0.0, -6, 1.3, 1, 19, 0.57, -2
> Cc1cccc(NC(=O)C2CCN(S(=O)(=O)c3cccc4cccnc34)CC2)n1
→ -2, 0.8, -0.5, 0, -2.3, -17, 18, 0, -2
> CCC(=O)N=c1sc2cc(F)cc(F)c2n1C
→ -8, 1.4, 0.0, -2, 1.0, -13, 8, 0.1, -15
> Cc1nc2nc[nH]n2c(=O)c1NC(=O)c1cccc(OCC(C)C)c1
→ -8, -0.7, -0.5, 4, -0.8, -28, 0, 0.77, 2
> O=C(CN1CCN(c2ncccn2)CC1)NCCC1=CCCCC1
→ ., 0.3, ., 5, 0.7, ., 12, -0.21, -9
> Cc1cc(Cl)c(S(=O)(=O)NCCC(=O)O)cc1OCC(N)=O
→ -4, -0.5, -0.9, -5, -0.3, -11, 1, -0.29, 0
> CC(=O)OCC[N+](C)(C)C
→ ., 0.4, -2.2, ., 1.8, -1, ., 6.2*, -13
> N#CCCn1ncc2ccccc21
→ -2, -0.7, -0.6, 6, -1.3, -12, 14, 0.064, 10
> CCOC(=O)Cc1csc(NC(=O)CSc2nnnn2-c2ccc(F)cc2)n1
→ 6, -0.7, -0.5, -5, -2.2, 10, 13, -0.28, 2
> CCn1cc(S(=O)(=O)CC(=O)Nc2cc(C)ccc2C)c2ccccc21
→ -2, -0.3, 0.9, 4, -2.8, -4, 3, 0.067, 6

Entries shown so far with a thiophene ring, fused or not (two):
Every second line gives: Jurkat tox 60K, HTR1E agonist, S1P3 ag, 5-HT1A blocker, HTR1A agonist, S1P1 ag-PAM, HEK293 NFkB inh, D1 mod, HTR1E antagonist
> O=C(c1cccs1)N1CCC(c2ccccc2)C1 (stereo not drawn)
→ 3, -0.2, 0.5, -5, -0.3, ., -17, 0.36, 0
> c1cncc(-c2nnc(-c3cccs3)o2)c1
→ ., 0.8, ., 5, -0.2, ., 11, 0.11, 1

Next part
Every second line gives: Jurkat tox 60K, HTR1E agonist, S1P3 ag, 5-HT1A blocker, HTR1A agonist, S1P1 ag-PAM, HEK293 NFkB inh, D1 mod, HTR1E antagonist
> O=C(Nc1ccc(-c2noc(CCc3ccccc3)n2)cc1)c1cccnc1
→ 6, 1.4, -0.2, -8, -5.6, 94*, -2, -1.3, 10
> CCc1nn(CC(=O)NCCCN2CCc3ccccc3C2)c(=O)c2cc3sccc3n12
→ 3, 7.9, 3.6, 13, 7.6, -19, 3, 0.81, 10
> O=C(Nc1ccc(-c2nc3ccccc3o2)cc1)C1CCCO1 (stereo not drawn)
→ 9, 0.9, -1.1, 0, -1.5, 33, -52, -5.2*, -1
> O=C(O)c1ccccc1C(=O)Nc1ccccc1
→ -3, 0.1, -0.7, -7, -0.1, 12, 33, -0.91, 3
> CCN(CC)CC(O)Cn1c2ccccc2c2ccccc21 (stereo not drawn)
→ -2, 3.7, 0.3, -9, 0.8, -8, 9, -2.8, 2
> Cc1c(NC(=O)Cn2cnc3c(=O)n(C)c(=O)n(C)c32)cccc1-c1nc2ccccc2o1
→ 1, -0.1, -0.9, 4, -2.4, ., -3, -0.38, -6
> CCCC(O)(CCN(C)C)c1ccc(OC)cc1 (stereo not drawn)
→ ., -0.9, ., -13, -0.4, ., 17, -0.97, 16
> Cc1cc(C(=O)N2CCCC2C(=O)O)c(C)o1 (stereo not drawn)
→ -2, -1.7, -1.3, -2, -4.0, -12, 2, -1.3, 3
> Cc1ccsc1C(C(=O)NC1CCCCC1)N(C(=O)c1csnn1)C1CC1 (stereo not drawn)
→ -1, -0.9, 1.2, 6, -1.9, 12, 1, -0.63, -2
> O=C(O)C1[C@H]2C(=O)N(Cc3cccs3)C[C@]23C=C[C@H]1O3 (stereo partly drawn)
→ ., 0.3, 0.9, ., 2.8, -1, ., ., -5
> CC(NC(=O)COc1ccccc1)C(=O)OCC(=O)c1cc2ccccc2o1 (stereo not drawn)
→ 4, 0.1, -1.0, -7, -5.3, -8, 5, 0, -8
> CCOC(=O)C1CCN(c2ncnc3c2[nH]c2cccc(OC)c23)CC1
→ 4, 1.6, -1.1, 6, -2.5, -16, 0, -0.36, -2
> Cc1cc(C(=O)OCc2nnc(-c3ccccc3)o2)c(C)n1-c1ccccc1
→ ., 0.3, ., 17, -0.1, ., 17, ., -5
> Cc1cccc(OC(C)C(=O)N(Cc2cccs2)C2CCS(=O)(=O)C2)c1C (stereo not drawn)
→ 2, 0.8, -0.8, 3, -1.6, 10, 8, -0.58, 12
> Cc1cc(C)n(-c2nc3ccccc3c(=O)n2OCC(=O)Nc2c(C)cccc2C)n1
→ 1, 0.0, -1.2, 11, 0.5, 0, 14, -0.62, -2
> Cc1cc(NC(=O)COC(=O)C(Cc2ccccc2)NC(=O)c2ccco2)no1 (stereo not drawn)
→ 0, -0.2, 1.1, -1, -1.7, 6, 10, -0.22, -5
> Cc1ccccc1Cn1c2ccccc2c2cn[nH]c(=O)c21
→ -4, 0.6, -0.7, 10, -0.3, -5, 19, ., 13
> COc1cccc(NC(=O)C2CCCN2C(=O)OCc2ccccc2)c1 (stereo not drawn)
→ 1, 0.6, 1.3, 9, -4.8, -39, 8, 0.12, -14
> COC(=O)Cc1[nH]nc2c1C1(CCSCC1)C(C#N)=C(N)O2
→ -1, -0.6, -0.6, 8, -4.6, ., 2, ., 9
> Oc1c(C(c2cccs2)N2CCN(c3ccccc3)CC2)sc2ncnn12 (stereo not drawn)
→ -5, -0.1, -0.8, 2, 0.3, -14, 10, -1.1, -10
> O=S(=O)(NCC1CCCO1)c1ccc(Cl)c(C(F)(F)F)c1 (stereo not drawn)
→ -9, -0.1, 0.8, -8, 0.2, -16, 8, -1.2, 1
> CC(C)Cn1c(N2CCN(C(=O)c3cccs3)CC2)nc2ccccc21
→ 6, -0.2, -1.3, 10, -2.0, -2, 17, 0.017, 5
> CCNc1cc2oc(=O)c(CN3CCOCC3)c(C)c2cc1C
→ 11, 2.3, -0.5, -2, 12, -18, 9, 1.4, 12
> COc1ccccc1N1CCN(CC(O)COc2cccc3ccccc23)CC1 (stereo not drawn)
→ ., -0.3, -4.8, ., 1.0, 6, ., -1.7, 28
> O=C(CSc1nc2ccccc2c(=O)n1-c1ccccc1)NCc1ccco1
→ 13, 0.2, -1.4, 16, -2.8, -4, 19, -0.093, 5
> COc1ccccc1C(=O)Nc1ccc(N2CCN(Cc3ccccc3)CC2)cc1
→ -2, 0.5, -0.4, -14, -1.9, -5, 8, -0.78, -1
> COc1ccc(C(=O)n2ccc(C)n2)cc1Br
→ 0, 0.4, 0.3, -9, -1.5, 1, -1, -1.8, -4
> COc1cccc(-c2cc(C(=O)N3C(C)CCCC3C)no2)c1 (stereo not drawn)
→ ., -1.2, ., 12, -1.8, ., -14, ., 0

Hits appear at their usual frequency; about 8.3% have a hit in one of these screens.
